DNMT1 block – DNMT1 (human) enzyme inhibition; P26358; DNMT1 molecular beacon, Hinp1I cleavage, fluorescence; inhibition (reported as % activation of signal), % at 10 µM; actives 0.83% (n = 360,000); in the data active means inhibition above about 50%
STEP inh – STEP (human) phosphatase inhibition | P54829 | recombinant STEP, OMFP fluorogenic substrate, fluorescence | inhibition, % at 20 µM | actives 0.25% (n = 360,000);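 active means inhibition at 20 µM, scaled per plate between control wells, above about 37%, limit read from the data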;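 further: 0% = DMSO with enzyme and substrate and 100% = substrate only without enzyme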
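Material: STEP (striatal-enriched tyrosine phosphatase) enzyme, cell-free | Medium: 50 mM Bis-Tris pH 6.0 with 2.5 mM DTT and 0.005% Tween 20 | Read-out: Percent inhibition scaled to no-enzyme and uninhibited-enzyme controls, plate-pattern corrected | Signal: Fluorescence read at 480 nm ex / 540 nm em | Times: 20 min reaction, room temperature, in the dark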
Rpn11 block – blocks the human proteasome subunit Rpn11; AID 588493; calls only at 20 µM; O00487; human 26S proteasome, Ub4-pepOG fluorescence polarization; 20S core pre-blocked with epoxomicin; actives 0.59% (n = 360,000);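 active means inhibition at 20 µM, scaled to each plate's controls, above about 33%, limit read from the data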
PABP1 MLLE inh – blocks PAM2 peptide binding to the PABP1 MLLE domain; P11940; GST-MLLE / FITC-PAM2 fluorescence polarization; inhibition, % at 20 µM; actives 0.36% (n = 360,000); AID 588489; in the data active means inhibition above about 35%, passing the limit was not always enough;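 further: plate controls were DMSO wells with GST-MLLE for no effect and wells lacking GST-MLLE protein for full effect; some results filed as inactive read as strong as hits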
Target sequence (P11940 whole entry, looked up, the tested form may be a part): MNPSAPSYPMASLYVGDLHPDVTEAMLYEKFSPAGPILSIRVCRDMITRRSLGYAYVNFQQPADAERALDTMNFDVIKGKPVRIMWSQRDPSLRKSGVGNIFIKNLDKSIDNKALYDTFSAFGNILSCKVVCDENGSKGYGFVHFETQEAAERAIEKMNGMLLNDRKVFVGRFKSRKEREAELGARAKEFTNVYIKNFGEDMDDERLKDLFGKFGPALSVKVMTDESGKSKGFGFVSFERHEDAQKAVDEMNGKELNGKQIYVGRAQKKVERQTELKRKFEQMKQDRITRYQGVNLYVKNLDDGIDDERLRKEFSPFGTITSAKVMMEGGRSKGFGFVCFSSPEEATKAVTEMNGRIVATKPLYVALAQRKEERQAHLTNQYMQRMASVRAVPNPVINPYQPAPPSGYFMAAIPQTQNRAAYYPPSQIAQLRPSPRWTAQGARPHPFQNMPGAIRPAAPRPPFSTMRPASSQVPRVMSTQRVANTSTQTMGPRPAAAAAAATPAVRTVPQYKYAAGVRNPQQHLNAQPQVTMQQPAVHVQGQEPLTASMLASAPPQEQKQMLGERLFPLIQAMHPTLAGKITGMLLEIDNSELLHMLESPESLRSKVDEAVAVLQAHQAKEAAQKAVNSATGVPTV
NadD inh – NadD (S. aureus) enzyme inhibition | actives 0.78% (n = 360,000) | purified NadD enzyme, colorimetric absorbance read-out | inhibition, % at 20 µM; in the data active means inhibition above about 26%; further: some compounds past the cut are filed as inactive
SUMO1-SIM PPI – alters human SUMO1 binding to SIM partners | actives 0.33% (n = 360,000) | SUMO1 binding to a labelled peptide, TR-FRET, 1 h | inhibition, % at 20 µM | P63165; in the data active means inhibition above about 37%
Scp-1 inhibitor – blocks human Scp-1 phosphatase activity. Recombinant Scp1, phosphopeptide, malachite green phosphate absorbance. inhibition, % at 20 µM. actives 0.88% (n = 340,000);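 active means inhibition above about 50% at 20 µM, limit read from the data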;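 further: plate controls were DMSO wells with enzyme for no effect and wells lacking enzyme for full effect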
Target sequence (Q9GZU7 76-261 limits assumed): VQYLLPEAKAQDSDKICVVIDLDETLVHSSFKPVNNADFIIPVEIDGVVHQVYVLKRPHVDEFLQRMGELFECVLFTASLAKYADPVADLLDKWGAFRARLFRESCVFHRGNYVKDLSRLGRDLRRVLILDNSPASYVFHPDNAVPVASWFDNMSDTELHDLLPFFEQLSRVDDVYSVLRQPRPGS
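Test system – truncated SCP-1 phosphatase (76-261aa) · Reagent – Phosphorylated 17-residue peptide substrate · Incubation – 45 min room-temperature reaction, 5 min colour, 30 min stabiliser · Detection – colorimetric phosphate reagent with accelerator and stabiliser, absorbance at 630 nm · Measure – % inhibition at 20 µM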
CSN deneddyl inh – blocks human CSN-mediated cullin deneddylation. inhibition, % at 12.5 µM. Q92905. Purified CSN, SCF-Nedd8-OG deneddylation, fluorescence polarization. actives 0.38% (n = 360,000);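 active means pattern-corrected inhibition above about 35%, with an unprinted fluorescence ratio check between 0.5 and 1.5, limit read from the data, passing the limit was not always enough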;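 further: 0% = enzyme with substrate and 100% = substrate without enzyme; some results filed as inactive read as strong as hits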
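test system = HEK293T-derived human Csn5 enzyme | amount = 0.24 nM Csn5 enzyme, final concentration | medium = Tris/NaCl/DTT buffer, pH 7.5 | schedule = 90 min reaction at room temperature | signal = FP | evaluation = inhibition of Csn5 cleavage, % | compound dosing = single dose of 12.5 µM compound with 0.25% DMSO | probe or stimulus = 10 nM SCFSkp2-Nedd8OG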
LMPTP inh – blocks human LMPTP phosphatase | P24666 | recombinant LMPTP-A, OMFP fluorogenic substrate, fluorescence intensity | inhibition, % at 20 µM | actives 0.22% (n = 360,000);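 active means compounds that cut the enzyme signal by at least half of the control window in the single-dose screen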;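 further: plate controls were DMSO wells with enzyme plus substrate for no effect and substrate without enzyme for full effect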
Target sequence (P24666 whole entry, looked up): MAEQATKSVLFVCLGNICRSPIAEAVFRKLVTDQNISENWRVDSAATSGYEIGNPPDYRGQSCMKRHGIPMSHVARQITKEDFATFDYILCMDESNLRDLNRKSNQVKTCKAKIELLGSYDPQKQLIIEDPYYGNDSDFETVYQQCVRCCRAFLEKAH
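Test system: LMPTP-A phosphatase enzyme. Amount: LMPTP-A at 0.625 nM final in the reaction. Reagent: OMFP substrate, 400 µM final. Times: 50 min at room temperature. Signal: endpoint fluorescence intensity from OMFP dephosphorylation. Read-out basis: % inhibition. Benchmarks: no-enzyme and uninhibited controls.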
Tb MetRS inh – Trypanosoma brucei MetRS inhibition; purified T. brucei MetRS, ATP depletion, Kinase-Glo luminescence; actives 0.4% (n = 360,000); AID 624268; inhibition, % at 11.9 µM;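 active means inhibition above a per-plate cutoff of the control wells' mean inhibition plus 3 SD, cut at about 5.5% in these data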;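 further: 0% = DMSO wells median and 100% = median of wells with control inhibitor compound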
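Assay system: T. brucei methionyl-tRNA synthetase, purified | Medium: HEPES buffer with MgCl2, KCl, DTT, spermine, BSA, pyrophosphatase | Compound: 11.9 µM single point | Incubation: 15 min enzyme-compound preincubation, 2 h reaction, 10 min detection, 25 °C | Measured by: Kinase-Glo luciferase luminescence reporting remaining unconsumed ATP | Measure: % inhibition normalized to control-well medians | Replication: Singlicate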
* = called active by the depositor; i = inactive; / = no result given; + = active, no number; & = joins results of further samples. Random draw from the library. About 3.6% of those tested had a hit in this group.

SMILES | DNMT1 block | STEP inh | Rpn11 block | PABP1 MLLE inh | NadD inh | SUMO1-SIM PPI | Scp-1 inhibitor | CSN deneddyl inh | LMPTP inh | Tb MetRS inh
Cc1ccc(S(=O)(=O)N2CCCCC2CCNC(=O)C(=O)NCc2ccccc2)cc1 (stereo not drawn) | 1 | 1 | i | 8 | -9 | 5 | -8 | 1 | -0.1 | -0.4
CN(C)Cc1cc(C(C)(C)c2ccccc2)ccc1O | 9 | -3 | i | -7 | -11 | -9 | -15 | 0 | -1.4 | -0.3
Cc1oc(-c2ccccc2F)nc1CSCC(=O)NC1CC1 | -2 | -4 | i | 20 | -5 | 4 | -9 | 7 | 0.2 | -0.1
CCc1nc(-c2ccccc2)cc(=O)[nH]1 | -5 | -2 | i | 7 | -2 | -2 | -7 | -3 | -1.1 | -0.6
CCOC(=O)CN1C(=O)S/C(=C/c2ccc(N3CCCCC3)o2)C1=O | 6 | -10 | / | -162 | 16 | -41 | 11 | 113 | -1.2 | 0.1
Cc1ccc(C(=O)Nc2ccc(Cc3ccncc3)cc2)cc1[N+](=O)[O-] | -5 | 3 | i | 2 | 1 | -16 | 0 | -1 | 2.5 | -0.7
CCOC(=O)N1CCC(NC(=O)c2cc(S(=O)(=O)N3CCc4ccccc43)cn2C)CC1 | -2 | -2 | i | 7 | 5 | -4 | -5 | 5 | -0.9 | -0.5
Cc1ccc(C(=O)NCc2nnc3c(C(F)(F)F)cc(Cl)cn23)o1 | 5 | -2 | i | 4 | 0 | -7 | 8 | 2 | -1.4 | 0.1
COc1ccccc1CC(=O)NNS(=O)(=O)c1ccccc1[N+](=O)[O-] | 0 | 1 | i | -3 | 0 | -6 | 3 | -2 | -0.2 | -1.1
COc1ccc(C(=O)c2cnc[nH]2)cc1OC | 2 | -1 | i | 4 | -6 | -1 | 2 | 0 | 2.1 | -0.3
Cn1c(SCC(=O)c2c(N)n(C)c(=O)n(C)c2=O)nnc1-c1ccccc1 | 2 | 2 | i | -6 | -4 | 0 | -3 | -12 | -0.5 | 0.2
CCN1C(=O)c2ccc(C(=O)Nc3ncc(C)s3)cc2C1=O | 0 | 0 | i | 2 | -6 | -27 | -4 | -1 | 0.2 | 0.1
Cc1cccc(N2CCN(C(=O)[C@H](C)N3C(=O)C4CC=CCC4C3=O)CC2)c1C (stereo partly drawn) | -3 | -2 | i | 14 | -6 | -4 | -15 | -2 | -1.4 | -0.4
CCOC(=O)N1CCN(Cc2nc(-c3cccs3)no2)CC1 | 2 | 0 | i | 20 | -7 | -2 | -8 | -5 | -1.1 | 0.3
O=C(CNC(=O)c1ccccn1)N/N=C/c1ccccc1 | 2 | -1 | i | 2 | 0 | -7 | -8 | 1 | -1.6 | -1.3
CCc1ccc(-c2cc(C)no2)cc1S(=O)(=O)NCc1ccccc1OC | -7 | -1 | i | 4 | -6 | 1 | -11 | 3 | 0.6 | 0.2
CCOc1ccc(CCNS(=O)(=O)c2cccc3nsnc23)cc1OCC | 0 | -2 | i | -1 | 1 | -21 | -4 | 3 | 0.8 | -0.7
Cc1cc(C)n2nc(C(=O)OCC(=O)N(CC(C)C)C3CCS(=O)(=O)C3)nc2n1 (stereo not drawn) | 13 | -2 | i | 1 | 2 | -2 | -7 | -1 | -1.5 | -0.1
O=C(CCC1=NS(=O)(=O)c2ccccc2N1)NC1CCCCCCC1 | -2 | -2 | i | -3 | -4 | 0 | 2 | 2 | -1.2 | -1.3
CC(C)(C)NC(=O)C(c1ccccc1)n1c(=O)c(-c2ccccc2)nc2ccccc21 (stereo not drawn) | / | / | / | / | / | -8 | / | -3 | 0.7 | -0.1
C(=C\c1ccccc1)/CN1CCN(C(c2ccnc3ccccc23)c2nnnn2-c2ccc3c(c2)OCCO3)CC1 (stereo not drawn) | -3 | -1 | i | 0 | 6 | -5 | / | 3 | 2.3 | -0.5
Nc1cc2nc3ccccc3oc-2cc1=O | -24 | -3 | + | 12 | 3 | -5 | 10 | 13 | 2.4 | -2.0
CC(C)N(Cc1nccn1C)C(=O)c1cc(COc2ccc(-n3cncn3)cc2)on1 | 1 | -4 | i | 14 | -1 | -2 | 0 | -1 | -0.4 | 1.3
CN(C)c1nc(N)c(C(=O)N=C(N)N)nc1Cl | 10 | -3 | i | 4 | -2 | -21 | -17 | 6 | 0.9 | -0.2
O=C(O)c1cc(O)ccc1NC(=O)c1cccc2ccccc12 | 4 | -2 | i | -5 | -7 | 16 | -17 | -2 | 4.5 | -0.5
Cc1ccc(NC(=O)c2ccc3nc(N4CCOCC4)sc3c2)c(Cl)c1 | 53* | 84* | i | -3 | -2 | 5 | -10 | 10 | 0.3 | -0.2
COC(=O)c1sc(NC(=O)CSc2nc3nc(C)cc(C)n3n2)c(C(=O)OC)c1C | -2 | 0 | i | -22 | -3 | 5 | 4 | 5 | -2.1 | 0.1
Cc1cccc(NC(=S)NNC(=O)c2ccccc2Br)c1 | 4 | -3 | i | 22 | 5 | 2 | 3 | -3 | 0.0 | -0.5
CC1(C)Cc2ccccc2C(NNC(=O)c2ccccc2)=N1 | -1 | -5 | i | -6 | -4 | -2 | -3 | 6 | -1.7 | -0.3
Cc1cc(NS(=O)(=O)Cc2ccccc2)no1 | 1 | -3 | i | 12 | 7 | 2 | -6 | 1 | -1.1 | 0.7
O=C(CSc1ncccc1C(=O)O)NCc1ccc(F)cc1 | -2 | 2 | i | 0 | 0 | 7 | -11 | 6 | -3.7 | -0.6
O=C(c1ccc(=O)n(Cc2ccc(Cl)c(Cl)c2)c1)N1CCOCC1 | -2 | 0 | i | -5 | 4 | 2 | -4 | 3 | -0.4 | 0.3
Cc1cc(=O)n2[nH]c(-c3ccccc3)cc2n1 | 3 | 4 | i | -4 | 1 | 4 | -7 | -2 | 1.0 | 0.1
Cc1ccc(SCCNC(=S)Nc2ccccc2)cc1 | -4 | 0 | i | -33 | 4 | 3 | -17 | 2 | 1.2 | -0.6
CCSC1(SCC)N=C(N)C2(C#N)C(c3ccccc3)NC(C)=CC12C#N (stereo not drawn) | 0 | -4 | i | -3 | 3 | -2 | 3 | 5 | -2.8 | -1.2
CCOCC(=O)Nc1ccc(S(=O)(=O)N2CCOCC2)cc1 | -2 | -4 | i | -2 | 2 | -2 | -7 | -1 | -0.9 | -0.1
CCn1nc(C(=O)NNC(=O)c2cc(Cl)ccc2OC)c2ccccc2c1=O | 0 | 0 | i | -6 | -2 | -8 | -12 | 4 | 0.2 | 0.3
COc1ccc(C(=O)Nc2cccc(C(=O)NCc3ccccc3)c2)cc1 | -3 | 1 | i | -6 | -5 | 2 | -10 | 8 | 0.1 | -0.6
O=C(O)c1ccc(S(=O)(=O)c2ccc3c(c2)C(=O)N(c2ccccc2[N+](=O)[O-])C3=O)cc1 | 0 | -3 | i | 1 | -8 | -17 | -7 | -4 | -0.7 | -0.3
COC(=O)Cn1cc(C(=O)C(C)(C)C)c2ccccc21 | -1 | -1 | i | 1 | -4 | 1 | -11 | -2 | -0.9 | -0.4
Cc1sc2nc(SCC(N)=O)n(C)c(=O)c2c1C | -1 | -4 | i | -10 | -2 | -1 | 11 | 6 | -1.2 | 1.0
NCCCS(=O)(=O)O | -3&14 | -2&0 | i | 5&-10 | 0&0 | 1&-3 | -6&-6 | -3&-3 | -0.4&-0.7 | -1.4&-0.9
CC(CCc1ccc(O)cc1)NCc1ccc(Br)cc1 (stereo not drawn) | -7 | -2 | i | -7 | -2 | 2 | 0 | 2 | 1.1 | 0.0
O=C1Nc2ccccc2C1=Nc1cccc(Cl)c1 | -3 | -1 | i | -11 | 1 | -33 | 1 | -7 | -1.5 | -0.1
CCCCN(C)CCN1C(=O)C2C(C(=O)Nc3cccc(OC)c3)C3C=CC2(O3)C1C(=O)NC1CCCCC1C (stereo not drawn) | -1 | -2 | i | -4 | -10 | -1 | 2 | 2 | -0.2 | -1.2
COC(=O)c1sc2nc(N)c(C#N)cc2c1N | 9 | -2 | i | -19 | -1 | 0 | 4 | 9 | -0.6 | -0.4
CCCc1cc(C(=O)Nc2cccc(C(C)=O)c2)no1 | 5 | -2 | i | -5 | -2 | -7 | -11 | -1 | 0.6 | -0.2
CCN(CC)CCCNC(=O)c1csc(Nc2cccc3ccccc23)n1 | -2 | 2 | i | -6 | -1 | -16 | -7 | 0 | 0.5 | -0.5
Cc1cc(C)cc(NC(=O)c2c(C)nc3ccccn23)c1 | -1 | 1 | i | -11 | -6 | 2 | -1 | 0 | 2.4 | -1.6
COc1ccc(Cl)cc1CN1C(=O)NC2(CCCCCC2)C1=O | 0 | 1 | i | -33 | -4 | -3 | -5 | 1 | -0.4 | -0.6
CCNC(=S)N(Cc1cc2cc(C)ccc2[nH]c1=O)C1CCCC1 | -7 | 4 | i | -66 | -6 | 0 | 9 | 2 | -1.2 | 11*
CCn1c(C)cc(C(=O)COC(=O)c2cccnc2SC)c1C | -2 | 2 | i | -4 | -2 | 6 | -8 | -9 | -0.3 | -0.2
Cn1c2c(c3ccccc31)CC/C2=N\O | -6 | 22 | i | -2 | -1 | -8 | -7 | -4 | 1.4 | -0.1
O=C(O)CCS(=O)(=O)c1cc(Br)cc2c1N(C(=O)C1CC1)CC2 | -1 | 1 | i | 7 | -5 | 6 | 11 | 0 | -1.6 | -0.3
CSCc1nnc(NC(=O)c2ccc(S(=O)(=O)N3CCCCC3C)cc2)o1 (stereo not drawn) | 1 | 6 | i | 7 | 10 | 5 | -7 | 3 | -1.4 | 0.2
CCCCn1nnnc1SCC(=O)Nc1cccc(C)n1 | 3 | -3 | i | -9 | 4 | -1 | -7 | 0 | 0.0 | -0.7
